Compound activity deposited in PubChem by several laboratories.
BioA inh = M. tuberculosis BioA enzyme inhibitors, primary screen, biochemical, plate reader, single point, HTS; 7,8-diaminopelargonic acid synthase BioA (Mycobacterium tuberculosis); purified M. tuberculosis BioA enzyme; inhibition, % at 9.99 µM; 360,000 tested, 0.096% active; AID 602481, 2012; in the data active means inhibition above about 40%; inconclusive means no clear call, values can overlap the other calls
Mtb FBA inh = Mtb FBA enzyme inhibitors, primary screen, biochemical, fluorescence, strain H37Rv | purified M. tuberculosis FBA, fluorescence read-out | inhibition, % at 1 µM | AID 588726, 2011 | Fructose-bisphosphate aldolase (Mycobacterium tuberculosis (strain ATCC 25618 / H37Rv)), … | 360,000 tested, 2.3% active; in the data active means inhibition above about 27%;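 further: 0% = vehicle and 100% = reference inhibitor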
Target sequence (P9WQA3 whole entry, looked up): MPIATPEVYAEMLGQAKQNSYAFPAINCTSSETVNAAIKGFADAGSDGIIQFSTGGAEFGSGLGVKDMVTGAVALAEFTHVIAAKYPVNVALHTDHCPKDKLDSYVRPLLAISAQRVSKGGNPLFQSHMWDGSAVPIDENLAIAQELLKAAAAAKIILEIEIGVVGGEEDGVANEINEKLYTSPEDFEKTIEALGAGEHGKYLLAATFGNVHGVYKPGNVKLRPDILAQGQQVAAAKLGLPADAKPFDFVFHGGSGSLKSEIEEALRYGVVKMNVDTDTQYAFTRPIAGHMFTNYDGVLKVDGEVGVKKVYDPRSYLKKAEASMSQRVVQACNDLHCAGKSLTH
BoNT F protease = BoNT/F light chain protease inhibitors, primary screen, biochemical, flow cytometry, MLPCN library. 360,000 tested, 0.22% active. inhibition, % at 10 µM. Multiplex microsphere protease cleavage assay. Botulinum neurotoxin type F light chain protease (Clostridium botulinum); in the data active means inhibition above about 35%, passing the limit was not always enough; inconclusive means no clear call, values can overlap the other calls; further: plate controls were buffer without enzyme for full effect and enzyme alone for no effect
FadD28 FP inh = inhibitors of FadD28 bisubstrate probe binding, primary screen, biochemical, fluorescence polarization, single point | 360,000 tested, 0.22% active | Mycobacterium tuberculosis FadD28 fatty-acid-AMP ligase | inhibition, % at 12.5 µM; in the data active means inhibition above about 8.5%, passing the limit was not always enough; inconclusive means no clear call, values can overlap the other calls
GDH-TPI inh = GDH-TPI coupling enzyme inhibitors, primary screen, artefact control for M. tuberculosis FBA inhibitor project, biochemical, absorbance, full deck. 360,000 tested, 1.2% active. GDH-TPI coupled enzyme counterscreen, NADH absorbance. AID 588335, 2011. inhibition, % at 4.8 µM; in the data active means inhibition above about 30%;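 further: 0% = DMSO wells and 100% = wells lacking the enzyme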
MazEF act = activators of E. coli MazEF toxin-antitoxin RNase, primary screen, biochemical, fluorescence, uHTS. Endoribonuclease toxin MazF (Escherichia coli (strain K12)), P0AE70. 350,000 tested, 0.32% active. FAM/BHQ RNA-DNA oligo cleavage fluorescence, 5 h. activation, % at 20 µM; in the data active means activation above about 50%
Target sequence (P0AE70 whole entry, looked up): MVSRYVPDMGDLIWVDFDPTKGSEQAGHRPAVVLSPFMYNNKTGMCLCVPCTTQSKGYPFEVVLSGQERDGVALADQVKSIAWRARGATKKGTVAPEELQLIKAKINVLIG
Rv3671c inh = Rv3671c serine protease inhibitors, primary screen, biochemical, fluorescence polarization, M. tuberculosis H37Rv; P9WHR9; inhibition, % at 5.96 µM; 320,000 tested, 0.048% active; in the data active means inhibition above about 38%;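 further: extracellular domain of Rv3671c used as enzyme; 0% = enzyme with DMSO and 100% = no enzyme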
Target sequence (P9WHR9 whole entry, looked up, the tested form may be a part): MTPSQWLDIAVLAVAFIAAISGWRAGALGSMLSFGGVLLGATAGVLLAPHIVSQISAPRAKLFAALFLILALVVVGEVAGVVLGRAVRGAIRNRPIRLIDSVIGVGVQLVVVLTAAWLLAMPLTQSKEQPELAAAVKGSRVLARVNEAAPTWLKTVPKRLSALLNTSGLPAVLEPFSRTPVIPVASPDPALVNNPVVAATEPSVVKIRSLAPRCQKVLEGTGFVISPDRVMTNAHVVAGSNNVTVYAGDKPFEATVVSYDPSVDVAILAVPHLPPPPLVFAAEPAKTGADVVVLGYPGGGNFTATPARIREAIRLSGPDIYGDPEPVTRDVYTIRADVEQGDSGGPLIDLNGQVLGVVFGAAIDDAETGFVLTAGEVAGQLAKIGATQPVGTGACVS
UGM FP inh = M. tuberculosis UGM enzyme inhibitors, primary screen, biochemical, fluorescence polarization, single point | purified UGM, fluorescence polarization probe displacement | inhibition, % at 10 µM | 320,000 tested, 0.06% active | AID 504406, 2011; in the data active means inhibition above about 10%, passing the limit was not always enough; inconclusive means no clear call, values can overlap the other calls
PrPC surface inh = inhibitors of human cell surface prion protein PrPC, primary screen, cell-based, TR-FRET. TR-FRET read-out. Major prion protein (Homo sapiens), P04156. 370,000 tested, 0.43% active. inhibition, % at 13.8 µM. AID 720596, 2013; in the data active means inhibition above about 24%; further: 0% = median of the test wells and 100% = reference compound wells
* = called active by the depositor; ? = inconclusive; . = no result given.

Compound	BioA inh	Mtb FBA inh	BoNT F protease	FadD28 FP inh	GDH-TPI inh	MazEF act	Rv3671c inh	UGM FP inh	PrPC surface inh
CCOC(=O)C1=C(N)Oc2cc(C)[nH]c(=O)c2C1c1ccncc1 (stereo not given)	-0.4	0	3	-2.6	-8	-1	-9	-1.8	-7
CCOC(=O)N1CCC(N2C(=O)c3ccccc3C2Nc2ccc(S(=O)(=O)N3CCOCC3)cc2)CC1 (stereo not given)	0.5	-1	-1	-4.2	-7	0	1	0.2	-5
Cc1cnn(Cc2ccccc2)c1N	1.9	-4	-6	-1.8	4	6	-4	0.0	10
C[C@H](NC(=O)N1CCn2c1nc1ccccc12)C(=O)NCc1ccco1	0.0	-2	0	-4.6	8	3	0	-2.7	6
CCCn1c(C(O)c2cc(OC)c(OC)c(OC)c2)nc2ccccc21 (stereo not given)	8.3	-1	?	-0.8	1	9	6	3.0	8
O=c1[nH]c(=O)n(C2CC(O)C(CO)O2)cc1I (stereo not given)	.	4	-3	-0.6	8	1	.	.	2
CC1(c2ccc(Cl)cc2)NC(=O)N(CC(=O)NCCC2=CCCCC2)C1=O (stereo not given)	-3.4	1	-2	0.5	-7	-19	-2	3.1	7
CN(c1ccccc1)S(=O)(=O)c1cccc(C(=O)NCc2ccccc2CN2CCCC2)c1	-1.3	0	13	0.2	1	0	-4	3.9	-4
CNC(=O)[C@@H]1C[C@H]1[C@@H](NC(=O)CNC(=O)OCc1ccccc1)c1ccccc1	.	.	.	.	.	10	5	1.6	-3
O=C1CC(N2CCN(c3ccccc3)CC2)C(=O)N1c1ccc2c(c1)OCCO2 (stereo not given)	-4.3	-1	-4	-0.7	0	0	0	3.8	-3
COC(=O)C1C(=O)CC(C)(O)C(C(=O)OC)C1/C=C/c1ccccc1 (stereo not given)	0.0	-2	-10	-2.4	-1	5	-3	1.7	3
CCOC(=O)N1C2C=CC(C2)N1C(=O)OCC	-1.4	-1	-8	-0.1	5	157*	.	.	0
COc1ccc(S(=O)(=O)NCC(=O)N(CC(=O)NCc2ccccc2)Cc2ccco2)cc1	-2.1	4	-11	0.5	-5	5	3	1.9	-5
Cc1ccc(CN(C)C(=O)COC(=O)CSc2ccc(C(N)=O)cc2[N+](=O)[O-])cc1	3.0	1	5	-1.7	6	-1	3	2.0	-21
Cn1nc(OCC(N)=O)ccc1=O	-1.5	-1	10	-1.2	-7	3	5	-1.3	-2
O=C(Nc1cccc(Cl)c1N1CCOCC1)c1cccnc1Cl	-0.2	-3	?	-3.9	-14	5	9	1.9	5
FC(F)C(F)(F)Oc1cccc(Nc2nccn3c(-c4cccc5ccccc45)cnc23)c1	-2.7	4	-7	-1.4	10	.	.	.	10
CC(NC(=S)Nc1ccc(OC(F)F)cc1OC(F)F)C(C)(C)C (stereo not given)	.	3	-6	0.3	3	1	15	.	10
CCCOc1ccc(/C=C/C(=O)Nc2ccc([N+](=O)[O-])cc2)cc1	-0.7	-8	0	-0.8	20	-2	-26	1.7	-1
Cc1sc2nc(COC(=O)c3ccc(N4CCCC4)c([N+](=O)[O-])c3)[nH]c(=O)c2c1C	.	-2	-2	-4.2	5	-38	-10	0.5	-4
C[C@@H](NC(=O)[C@@H]1Cc2ccccc2CN1)C(=O)Nc1ccc2c(c1)OCCO2	0.3	1	-4	-0.8	6	-19	-3	-0.8	0
C/C(CCc1ccc2c(c1)OCO2)=N\NC(=O)c1ccccc1Cl	-1.6	-1	-4	-2.0	-1	3	0	1.1	2
Cn1c2ccc(F)cc2c2ncn(CCCN(CCO)CCO)c(=O)c21	0.4	24	-1	-3.2	9	-4	2	-0.3	-2
CCOC(=O)Cc1c(Sc2ccccc2)c2ccccc2n1C	.	-1	-4	-1.3	6	-8	-2	-0.3	0
CCCNC(=O)CN1C(=O)COc2ccc(S(=O)(=O)N3CC(C)CC(C)C3)cc21 (stereo not given)	-0.8	-3	4	-3.2	-8	3	-5	-1.1	1
CC[C@]12c3[nH]c4ccc(Cl)cc4c3CCN1C(=O)[C@@H](CC(=O)NCCCN(C)C)C[C@@H]2C(=O)N1CCN(C(=O)C2CC2)CC1	1.6	0	-3	-1.3	4	9	.	.	1
S=C(Nc1ccccc1Cl)N(Cc1ccccc1)Cc1ccccn1	.	6	-4	-0.2	6	-4	2	-0.2	1
O=C(CNc1ccccc1)N/N=C/c1ccc2c(c1)OCO2	.	-2	-4	0.1	11	5	3	0.6	-2
Cc1ccc(S(=O)(=O)NCCNC(=O)C2CCCNC2=O)cc1 (stereo not given)	-0.9	-6	?	-3.2	-5	-3	4	-1.0	-5
COc1ccc(-c2cc(CNC(C)=O)on2)cc1	0.0	-5	-14	-3.0	-2	9	7	-3.3	-5
Nc1ncnc2c1ncn2[C@@H]1O[C@H](CNC(=O)[C@@H](N)Cc2ccc(C(F)(F)F)cc2)[C@@H](O)[C@H]1O	0.3	0	-1	5.4	-10	8	.	.	-6
Nc1nc(SCc2ccccc2Cl)ns1	0.0	2	0	-6.5	3	2	3	-0.4	8
N#C/C(=C(/O)COC(=O)c1ccc(Cl)c(S(=O)(=O)N2CCOCC2)c1)c1nc2ccccc2[nH]1	.	0	1	-1.3	6	11	-9	2.8	3
O=C1C=C(N2CCN(c3ccccn3)CC2)C(=O)c2c(O)ccc(O)c21	.	0	-12	0.0	11	-11	.	.	-11
Nc1ncnc2nc(SCc3ccc(Cl)cc3Cl)[nH]c12	-1.9	1	-4	-2.2	8	4	2	2.1	15
O=C(COC(=O)CN1C(=O)C2CCCCC2C1=O)Nc1cc(F)ccc1F (stereo not given)	.	3	-4	-2.4	-1	2	.	.	2
Cc1csc(Sc2ccc(S(=O)(=O)N3CCCC3)cn2)n1	.	0	-2	-2.5	-1	23	5	-3.2	-1
CC(C)C[C@H](NC(=O)c1nc[nH]c1C(=O)N[C@@H](CCCCN)C(=O)OC(C)(C)C)C(=O)OC(C)(C)C	1.5	4	-8	-2.6	3	22	-2	-0.3	.
O=[N+]([O-])c1cc(CN2CCN(c3cccc(C(F)(F)F)c3)CC2)c2cccnc2c1O	.	.	.	.	.	3	1	-2.7	-13
O=C(CCS(=O)(=O)Cc1ccccc1)N1CCN(c2ccccc2)CC1	.	-4	4	-0.2	2	-1	-8	2.6	7
COC(=O)CNC(=O)CCCCC(=O)NCC(=O)OC	.	2	-14	-0.4	11	-3	8	2.5	3
COc1ccc(C(=O)Cc2ccc(F)cc2)c(OC)c1	1.6	1	-9	-1.1	6	-5	2	-1.4	-4
O=Cc1cn(-c2ccccc2)nc1-c1ccccc1	-2.0	1	6	-3.5	4	-21	-5	-0.4	-3
COc1ccc(CN2C3CCCC2CC(NC(=O)Nc2ccccc2)C3)cc1 (stereo not given)	1.1	-6	1	-2.1	9	3	0	2.1	-12
COc1ccc(C(N)c2csc(Nc3nncc4ccccc34)n2)cc1 (stereo not given)	-1.9	-2	-17	-14	6	.	.	.	-11
COc1ccc(C(=O)N2CCC(n3c(C)nc4cc(F)ccc43)CC2)cc1	.	1	-2	0.1	-3	1	5	0.2	-2
COCCN(CCOC)C(=O)C1CCN(c2ccc(S(=O)(=O)N3CCOCC3)cc2[N+](=O)[O-])CC1	-1.5	-1	?	-0.7	4	1	1	-0.9	-21
Cc1ccc(C(=O)Nc2cccc(C(=O)N/N=C/c3ccc(F)cc3)c2)cc1	-0.2	-2	6	-6.5	8	63*	-28	1.0	-3

Profiles, quoted from the list:
`COc1ccc(C(=O)N2CCC(n3c(C)nc4cc(F)ccc43)CC2)cc1` as listed: BioA inh = .; Mtb FBA inh = 1; BoNT F protease = -2; FadD28 FP inh = 0.1; GDH-TPI inh = -3; MazEF act = 1; Rv3671c inh = 5; UGM FP inh = 0.2; PrPC surface inh = -2
`Cc1ccc(C(=O)Nc2cccc(C(=O)N/N=C/c3ccc(F)cc3)c2)cc1` as listed: BioA inh = -0.2; Mtb FBA inh = -2; BoNT F protease = 6; FadD28 FP inh = -6.5; GDH-TPI inh = 8; MazEF act = 63*; Rv3671c inh = -28; UGM FP inh = 1.0; PrPC surface inh = -3

More records.
Compound	BioA inh	Mtb FBA inh	BoNT F protease	FadD28 FP inh	GDH-TPI inh	MazEF act	Rv3671c inh	UGM FP inh	PrPC surface inh
COc1ccc(/C=N/c2oc(-c3ccccc3)cc2C#N)cc1	-1.8	12	3	-0.5	5	1	5	-1.0	3
C=CCc1cc(OC)ccc1OCCOCCC(C(=O)OCC)C(=O)OCC	.	-4	0	-5.8	-1	6	1	2.3	-4
COc1ccc(/C=N/NC2=NS(=O)(=O)c3ccccc32)cc1	-1.3	0	8	0.0	44*	4	-3	-4.6	1
COc1cc(/C=C2\SC(c3ccc(C)cc3)=NC2=O)cc(OC)c1OC	1.5	-2	0	-2.0	3	102*	4	-2.2	.
CCOc1ccc(/C=C2/SC(=O)NC2=S)cc1	-1.9	-6	6	4.1	9	-7	8	-3.1	5
CC(=O)Nc1ccc(C(=O)CSc2nnnn2C(C)C)cc1	0.2	-5	5	-1.8	7	-8	-6	-0.8	-2
CN(C)c1cccc(C(=O)OCCCC(=O)c2ccc(F)cc2)c1	5.4	1	-4	-0.7	14	1	-10	2.3	7
CC(=O)c1cccc(NC(=S)NC2CCCCCCC2)c1	0.5	0	10	14*	-2	3	.	-2.5	5
O=C1CCSc2ccc(Cl)cc2N1Cc1ccc(Cl)cc1	0.9	-6	7	-7.3	-7	4	6	-2.1	1
COCCCNC(=O)C1=CCN(S(=O)(=O)c2ccc(C)cc2)CC1	-0.9	4	8	0.0	11	1	-5	0.5	0
COc1ccc(C(=O)NCC(=O)N/N=C/c2ccc([N+](=O)[O-])o2)cc1OC	.	-1	-6	1.4	14	0	4	0.8	-56
O=C(Nc1ccc(F)cc1F)C1CCN(c2ncnc3c2sc2cccc(F)c23)CC1	0.6	2	-9	-2.3	-1	1	-3	3.3	4
CCC(C)(C)C1CCC(=NNC(=S)Nc2cccnc2)CC1 (stereo not given)	7.9	7	-19	-1.5	6	1	7	-0.6	0
Cc1cc(-c2ccccc2C(=O)NC2CCCCC2)on1	.	-1	.	-1.7	6	-8	0	-2.0	1
Cc1c(-c2cccs2)[n+](=O)c2c(n1[O-])CCCC2	-2.2	1	11	-4.0	1	4	-5	-2.1	2
C=CCOc1ccc(C(c2c(O)nc(SC)[nH]c2=O)c2c(O)nc(SC)[nH]c2=O)cc1	-5.4	2	.	-1.3	23	-21	-13	-1.6	-8
Cc1nc(NC(=O)C(C)(C)C)sc1C(=O)Cn1cc(CCc2ccccc2)nn1	-1.1	-2	1	-0.8	.	.	.	.	-9
COc1ccc(Nc2cc(C)nc3nc(C)nn23)cc1Cl	2.4	-1	-7	-2.9	1	-2	5	-4.5	6
COc1ccc(C2SCC(C(=O)O)N2C(C)=O)cc1OC (stereo not given)	0.1	-2	7	-1.4	1	0	-6	2.3	7
COc1ccc(C(CC(=O)O)NC(=O)COc2cc(C)ccc2C)cc1OC (stereo not given)	-0.2	2	0	-1.7	7	-2	1	-1.7	12
CCN(N)C(=S)Nc1ccc(F)cc1	1.7	2	-10	-4.3	20	2	0	-1.0	-1
C/C(=N\NC(=O)c1cccc(S(=O)(=O)N2CCCC2)c1)c1ccccc1F	.	-5	3	-2.1	-1	-1	4	3.8	-1
